Coupling enz: qHTS Assay for Inhibitors of Fructose-1,6-bisphosphate Aldolase from Giardia Lamblia: Coupling assay counterscreen | coupling enzyme system counterscreen, AmpLite Red fluorescence | activity change, negative = inhibition, % at 58.2 µM, hits read low | hit rate 0.67% among 290,000 | AID 2472, 2010; in the data active means activity change below about -30%
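Coupling enzymes only (glyceraldehyde-3-phosphate) + compound, at 57.5 uM final, 10 min RT; add substrate/coupling/AmpLite Red mix, 20 min RT; fluorescence ex 525/em 598 nm. Actives flag coupling-system interference.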
USP2a block: qHTS Assay for Inhibitors of Ubiquitin-specific Protease USP2a Using CHOP2 as the Reporter; Ubiquitin carboxyl-terminal hydrolase 2 (Homo sapiens), O75604; USP2 core, Ub-CHOP2 coupled fluorogenic reporter, 485/531; Potency, µM (doses to about 38.3 µM), inactives show at the top dose activity change, negative = inhibition, usual class: inhibitors; hit rate 0.01% among 330,000;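 further: potency means the concentration at half of the fitted maximal effect; plate controls were DMSO wells for no effect and full inhibition by NEM control for full effect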
Target sequence (O75604 whole entry, looked up): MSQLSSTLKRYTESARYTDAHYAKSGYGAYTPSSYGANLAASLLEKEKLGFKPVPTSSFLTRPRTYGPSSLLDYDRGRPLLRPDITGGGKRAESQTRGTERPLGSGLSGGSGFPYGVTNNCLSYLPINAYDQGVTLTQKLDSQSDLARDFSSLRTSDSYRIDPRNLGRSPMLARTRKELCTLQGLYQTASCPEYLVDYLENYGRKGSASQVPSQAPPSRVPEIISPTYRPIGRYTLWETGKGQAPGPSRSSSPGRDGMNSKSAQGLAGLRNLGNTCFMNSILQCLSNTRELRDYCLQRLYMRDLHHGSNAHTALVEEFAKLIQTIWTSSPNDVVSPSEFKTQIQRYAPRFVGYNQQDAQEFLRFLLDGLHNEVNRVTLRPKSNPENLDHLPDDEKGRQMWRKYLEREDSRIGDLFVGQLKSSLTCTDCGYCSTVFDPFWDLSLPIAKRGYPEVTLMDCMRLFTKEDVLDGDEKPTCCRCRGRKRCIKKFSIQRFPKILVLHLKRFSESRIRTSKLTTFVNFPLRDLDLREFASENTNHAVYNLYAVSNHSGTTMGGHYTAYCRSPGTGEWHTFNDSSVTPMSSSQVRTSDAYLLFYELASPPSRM
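Cell-free coupled assay: 10nM USP2 core preincubated 30min RT with compound in Tris-HCl pH 8.0/CaCl2/CHAPS buffer, then 25nM Ub-CHOP2 and 25nM reporter substrate; fluorescence (Ex 485/Em 531) read after 60min RT, normalized to NEM inhibition, concentration-response curves fitted.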
Eya2 inh: qHTS Assay for Inhibitors of the Phosphatase Activity of Eya2 | Protein phosphatase EYA2 (Homo sapiens), O00167 | recombinant Eya2, OMFP fluorescence dephosphorylation (OMFP is methylfluorescein phosphate) | Potency, µM (highest dose often 76.9 µM), for the others: at the highest dose activity, negative = inhibition, most hits filed as inhibitors | hit rate 0.006% among 330,000 | AID 488837, 2010; further: potency means the concentration at half of the fitted maximal effect
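Eya2 protein (added as 0.2 uM solution) was preincubated with compound for 10 min at ambient temperature in 50 mM HEPES pH 7.5, 50 mM NaCl, 5 uM MgCl2, 0.05% BSA, 1 mM DTT. OMFP (added at 50 uM) then reacted 10 min; fluorescence read at 485/525 nm.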
Giardia killer: Small Molecules that selectively kill Giardia lamblia: qHTS; activity change, % at 7.66 µM, hits read low; Giardia lamblia trophozoite viability; AID 540267, 2011; hit rate 0.15% among 340,000; in the data active means activity change below about -80%; inconclusive means between about -30% and that limit;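 further: parasites exposed to compound for two days anaerobically before the ATP read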
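Trophozoite viability was measured as ATP-dependent luminescence, read 15-30 min after reagent addition. Before that, parasites at 100 cells/well were exposed to compounds for 48 h, anaerobically, at 37 deg C.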
B2AR arrestin: qHTS assay of beta-arrestin-biased ligands of beta2-adrenergic receptor. Beta-2 adrenergic receptor (Homo sapiens), P07550. beta-arrestin recruitment to beta2AR, cell-based reporter. Potency, µM (highest dose often 46.1 µM), for inactives: at the top dose activation, actives largely listed as activators. hit rate 0.02% among 330,000. AID 492947, 2010;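 further: potency means the concentration at half of the fitted maximal effect; 0% = DMSO controls and full agonism = EC100 isoproterenol or metaproterenol; nearly all actives have a fitted effect of over 65% in size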
Target sequence (P07550 whole entry, looked up): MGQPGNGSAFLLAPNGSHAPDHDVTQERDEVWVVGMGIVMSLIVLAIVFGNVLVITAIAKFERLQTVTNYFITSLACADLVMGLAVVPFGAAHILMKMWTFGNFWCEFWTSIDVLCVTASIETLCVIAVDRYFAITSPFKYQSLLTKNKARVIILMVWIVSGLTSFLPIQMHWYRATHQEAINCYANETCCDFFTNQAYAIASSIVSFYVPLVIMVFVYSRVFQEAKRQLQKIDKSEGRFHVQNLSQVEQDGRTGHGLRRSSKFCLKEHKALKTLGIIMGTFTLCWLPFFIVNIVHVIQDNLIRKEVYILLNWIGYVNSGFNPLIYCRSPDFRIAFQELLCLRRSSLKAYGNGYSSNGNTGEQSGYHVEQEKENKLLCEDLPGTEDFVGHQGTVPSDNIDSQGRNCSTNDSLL
hERG WT inh: qHTS for Inhibitors of KCHN2 3.1: Wildtype qHTS; Voltage-gated inwardly rectifying potassium channel KCNH2 (Homo sapiens), Q12809; U2OS, BacMam KCNH2, thallium flux FluxOr; hits give low values; activity change, % at 1.84 µM; hit rate 0.37% among 340,000; AID 720551, 2013;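 active means maximum activity change below -70%; inconclusive means maximum activity change between -70% and -50%; inactive means maximum activity change above -50%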
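U2OS cells were transduced with wild-type KCNH2 virus (2.03 x 10^8 / mL) for 4 h at room temperature, then cultured overnight at 37 C. Thallium flux was read with FluxOr dye. Rate constants were normalized to DMSO controls.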
PKM2 activator: qHTS Assay for Activators of Human Muscle isoform 2 Pyruvate Kinase. Pyruvate kinase PKM (Homo sapiens), P14618. purified PKM2, Kinase-Glo ATP luminescence, activation; response scale: 0% is enzyme alone, no compound. Potency, µM (top dose mostly 57.5 µM), inactives show at the top dose activation, hits mostly activators. hit rate 0.34% among 260,000; further: potency means the concentration at half of the fitted maximal effect; nearly all actives have a fitted effect of over 55% in size
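Kinase-Glo luminescence reports ATP generated from ADP (0.1 mM) and PEP (0.5 mM) by purified hPK-M2 after 1 h at room temperature, pH 7.2 imidazole buffer; intermediate enzyme activity allows detecting inhibitors and activators.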
Chronic BCR inh: qHTS Assay to Find Inhibitors of Chronic Active B-Cell Receptor Signaling | ABC-DLBCL IkBa-CBG/CBR reporter, luminescence ratio, 4 h | Potency, µM (highest dose often 46.1 µM), inactives show at the top dose ratio change, negative = lower green/red ratio, usual class: inhibitors | hit rate 0.05% among 340,000 | AID 493014, 2011; active means well fitted inhibition curve with a large enough effect in the signal ratio, with a control signal flat, not every such curve was filed as active; inconclusive means small, poorly fitted or top-dose-only effect, or effect the other way, or a change in a side signal; the % refers to the signal ratio;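 further: potency means the concentration at half of the fitted maximal effect; plate controls were basal doxycycline-induced cells for no effect and cells given 10 µM MG132 for full effect; MG132 reads +100%, hits lower the ratio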
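Doxycycline induced both beetle luciferases in TMD8 lymphoma cells; IKK-driven degradation limits the IkappaBalpha-fused green signal, while red luminescence normalises for cell number and nonspecific effects. Compounds tested up to 46 uM, 4 hrs.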
uPA surface inh: qHTS for Inhibitors of Cell Surface uPA Generation. hit rate 0.31% among 330,000. cell surface uPA generation assay, qHTS. Potency, µM (series often up to 38.3 µM), for the others: top-dose activity change, negative = inhibition, most hits filed as inhibitors; active means well fitted inhibition curve with a large enough effect; inconclusive means small, poorly fitted or top-dose-only effect; inactive means no such curve, though single readings can be large or run the other way; tested in mouse RAW 264.7 cells; further: potency means the concentration at half of the fitted maximal effect; nearly all actives have a fitted effect of over 55% in size
KCNH2 3.1 inh: qHTS for Inhibitors of KCHN2 3.1: Mutant qHTS; activity change, % (tested at about 1.8 µM); Potassium voltage-gated channel subfamily H member 2, brain isoform KCNH2 3.1 (human); hit rate 0.95% among 340,000; U2OS KCNH2 3.1, thallium flux FluxOr; hits give low values;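 active means maximum activity change below -70%; inconclusive means maximum activity change from -70% to -50%; inactive means maximum activity change above -50%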;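 further: thallium influx rate constant from kinetic fluorescence after stimulation buffer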
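Channel expression came from 3.1 mutant virus (1.77 x 10^8 /mL) applied to suspended U2OS cells for 4 h. Flux was tracked with FluxOr dye plus Red40 quencher, and kinetic rate constants normalized to controls.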
GALK inhibitor: qHTS Assay for Inhibitors of Human Galactokinase (GALK). P51570. Purified GALK, Kinase-Glo residual ATP luminescence. Potency, µM (top dose mostly 57.5 µM), for the others: at the top dose activity change, negative = inhibition, usual class: inhibitors. hit rate 0.007% among 270,000. AID 1868, 2009; further: potency means the concentration at half of the fitted maximal effect
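5 nM enzyme, 35 uM ATP, 100 uM galactose, 20 mM HEPES pH8.0, 5 mM MgCl2; 1 h RT; residual ATP by Kinase-Glo Plus luminescence, qHTS format.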
Numbers without * were called inactive; ? = inconclusive; nt = not tested or not shown; & = joins results of further samples; [ ] = another dose, or the depositor's remark. Unless noted, the call rests on the fitted dose curve; in most records, active means well fitted curve in the direction sought with a large enough effect; inconclusive means small, poorly fitted or top-dose-only effect, or another doubt; inactive means no such curve, though single readings can be large; an effect the other way counts as inactive or inconclusive. Unless noted, on the % scale 0 is the no-effect control and ±100 the full control effect.

SMILES	Coupling enz	USP2a block	Eya2 inh	Giardia killer	B2AR arrestin	hERG WT inh	PKM2 activator	Chronic BCR inh	uPA surface inh	KCNH2 3.1 inh	GALK inhibitor
O=C(O)c1cccc(-n2nnnc2SCc2ccccn2)c1	4	2%	1%	1	0.3%	-1	2%	?	-5%	-24	0%
CC(C)(C)c1ccc(C(=O)NCC2CCCN2S(=O)(=O)c2ccccc2)cc1 (configuration not stated)	nt	0%	-25%	-8	-0.9%	-6	nt	0%	3%	14	nt
O=C(Cc1ccc(Cl)cc1Cl)NCC1(N2CCOCC2)CCCCC1	-1	1%	-22%	6	0.1%	6	-3%	0%	0%	-19	1%
O=C(NC1CCCCCC1)C1CCN(S(=O)(=O)c2ccccc2)CC1	0	2%	-1%	-1	-0.2%	-3	-8%	?	1%	4	0%
C=CCOc1ccccc1CN1CCCC(CCC(=O)N(C)CCc2ccccn2)C1 (configuration not stated)	1	1%	6%	12	-0.4%	31	-3%	-8%	-1%	14	9%
COc1ccc(C(C)=O)cc1COC(=O)CCCN1C(=O)c2ccccc2C1=O	3	0%	-2%	12	0.0%	3	6%	?	7%	24	-1%
c1ccc2cc3[nH]c(CN4CCOCC4)nc3cc2c1	2	0%	6%	5	9.6%	-9	2%	?	-11%	-10	-3%
CCC(=O)N1CCc2cc(S(=O)(=O)Nc3ccc4c(c3)OCCO4)ccc21	4	6%	-15%	2	3.9%	-15	27%	?	-4%	17	-2%
CCOc1ccc(NC(=O)C(Cc2ccccc2)N2C(=O)c3cccc4cccc(c34)C2=O)cc1 (configuration not stated)	3	-3%	1%	2	5.9%	-22	-4%	?	-2%	-32	1%
Cn1cc(C(=O)Nc2ccc3c(c2)CCC3)cn1	0	2%	1%	-14	-0.3%	-4	5%	?	5%	4	nt
CCOC(=O)CC(=O)c1[nH]c(C)c(C(=O)OCC)c1C	-1	0%	-2%	36[activator]	0.3%	-4	-5%	-2%	-3%	-8	-1%
COc1ccc(C(=O)OCC(=O)NCc2cccs2)c(OC)c1OC	nt	1%	3%	-6	-0.2%	31	nt	-7%	0%	7	nt
CCc1noc(C)c1C(=O)OCC(=O)c1ccc(OC)c(OC)c1	nt	0%	21%	-15	-0.1%	4	nt	-12%	-18%	14	nt
CCNC(=O)c1cc(S(=O)(=O)N(C)C)c(Cl)cc1Cl	3	3%	10%	4	-0.6%	-5	-3%	?	0%	-5	11%
O=C1c2ccccc2C(=O)C12Cc1ccccc1N1CCN(c3ccccc3)CC12 (configuration not stated)	-11	4%	-3%	-9	-0.6%	3	-8%	0%	-1%	-24	2%
COC(=O)c1ccc(C2Nc3ccc(/C(C)=N/NC(=O)C(OC)c4ccccc4)cc3C3C=CCC32)cc1 (configuration not stated)	nt	5%	7%	0	-0.7%	-1	-2%	-2%	2%	5	-2%
CC1=Nc2ccc(C)cc2/C1=C/c1c(N)n2oc(C)cc2nc1=O	-1&0	6%&8%	?	-4&-2	-0.2%&0.2%	0	-1%&3%	?	2%&4%	-7&13	1%
COc1ccc([N+](=O)[O-])cc1NC(=O)C(C)Sc1nc(-c2ccccc2)cs1 (configuration not stated)	-6	1%	-1%	-19	2.0%	0	-15%	?	3%	-1	nt
O=c1c2ccccc2ncn1-c1ccc(Cl)c(Cl)c1	2	-1%	6%	-3	0.3%	8	-3%	-1%	-9%	5	-1%
O=C(COC(=O)c1ccc(O)cc1)Nc1ncc(Cl)cc1Cl	1	-1%	-12%	20	-0.2%	30	-7%	1%	1%	16	-1%
CCOC(=O)c1ccccc1NC(=O)C1=COCCO1	nt	4%	-15%	6	-0.3%	14	nt	1%	-6%	7	nt
Cc1ccc(OC(C)c2nnc(N)s2)cc1Cl (configuration not stated)	-2	0%	15%	-12	-0.9%	-2	0%	?	2%	10	-1%
CCN(CC)S(=O)(=O)c1ccc(-c2nnc(SCC(=O)Nc3nnc(C)s3)n2CC)cc1	10	0%	-15%	16	0.5%	3	-7%	-8%	4%	7	-1%
COCCN(C(=O)COC(=O)C1CC1)c1c(N)n(Cc2ccccc2)c(=O)[nH]c1=O	nt	1%	-3%	-9	-0.5%	-17	nt	-3%	1%	-13	nt
CCCCCC(=O)NC(NC(=S)Nc1ccc(S(N)(=O)=O)cc1)C(Cl)(Cl)Cl (configuration not stated)	4	2%	-5%	-2	0.5%	-1	1%	-14%	2%	3	1%
COC(=O)c1c(C)oc(C)c1S(=O)(=O)N(C)C1CCCCC1	0	5%	-1%	-2	-0.8%	-1	-4%	-12%	-8%	-3	-2%
Cn1c(CCc2nc3ccccc3[nH]2)nnc1SCC#N	-6	2%	-10%	22	0.0%	-4	7%	?	3%	4	-2%
COc1ccccc1NC(=O)Nc1cnccn1	4	-1%	6%	3	0.0%	40	0%	0%	0%	nt	1%
Clc1ccc(Cc2noc(CN3CCN(c4ccccc4)CC3)n2)c(Cl)c1	-2	4%	1%	13	-1.0%	4	-3%	2%	10%	-2	-5%
N#CC(c1ccccc1)c1cnccn1 (configuration not stated)	nt	0%	-8%	-2	0.5%	-3	nt	-7%	1%	-6	nt
O=C1SCC(c2ccccc2)=NN1Cc1ccccc1	8	2%	-2%	5	-0.6%	0	17%	?	0%	-15	1%
CCc1nc(Nc2cc(OC)ccc2OC)c2oc3ccccc3c2n1	2	-2%	-20%	-9	-1.0%	-1	nt	-3%	3%	-17	nt
Cc1cc(C)cc(NC(=O)CCCn2nc(C)c3c(C)n(-c4ccccc4)nc3c2=O)c1	0	-2%	3%	-16	0.0%	0	nt	-8%	-13%	7	0%
Cc1cc(C)c(S(=O)(=O)Nc2ccc3c4c(cccc24)CC3)c(C)c1	-29	-10%	-7%	7	-0.8%	-12	-1%	?	-9%	-32	4%
COc1cccc(CN2CC(C(=O)NCc3ccc(C)c(F)c3)CCC2=O)c1 (configuration not stated)	4	0%	7%	-11	-0.2%	19	-2%	0%	-1%	nt	2%
CC(NC(=O)CCC(=O)c1cccs1)c1ccccc1 (configuration not stated)	nt	0%	10%	-12	0.3%	7	nt	11%	-1%	-5	nt
COc1ccc(S(=O)(=O)N2CCOCC2)cc1NC(=O)CSc1nnc2c(n1)[nH]c1ccccc12	1	-17%	-14%	11	-0.3%	3	4%	-5%	3%	-8	5%
COc1ccc(OC)c(S(=O)(=O)N2CCC(C(=O)NCc3ccccn3)CC2)c1	0	1%	5%	-5	0.1%	-6	-11%	-2%	2%	6	6%
CCOc1cc(N(CC)CC)ccc1/C=C(/C#N)c1nc2ccccc2[nH]1	-1	21%	?	11	0.0%	-7	3%	5%	-6%	-3	5%
CCN(C(=O)c1ccnn1C)c1ccccc1	0	3%	-1%	-4	0.0%	-6	3%	5%	0%	26	2%
Cc1ccc(C(C)n2cc(C(=O)NCc3cccnc3)nn2)cc1 (configuration not stated)	3	0%	-9%	10	-0.3%	19	1%	-11%	-3%	5	4%
COc1ccccc1N1CCN(CC(=O)Nc2ccc(Cl)c(C(F)(F)F)c2)CC1	-8	-7%	-30%	-2	-0.4%	40	-14%	?	3%	18	-2%
Cc1cc(C)nc(N(C#N)CC(=O)N2CCC(C(N)=O)CC2)n1	0	-1%	-2%	-5	0.7%	2	1%	?	5%	-8	0%
Cc1ccc(C)c(N(CC(=O)NC(C)(C)C)C(=O)CCC(=O)Nc2nccs2)c1	3	-3%	8%	-6	-0.1%	10	0%	0%	-11%	9	0%
COc1ccccc1NC(=O)CNS(=O)(=O)c1ccccc1	3	1%	12%	16	-0.2%	-2	5%	0%	nt	15	0%
NCCCSC1=NCCCN1	4	0%	18%	10	-0.5%	-14	-2%	15%	nt	-9	0%
CN(Cc1ccccc1)C(=O)c1nc[nH]c1C(=O)N(C)Cc1ccccc1	nt	1%	9%	-25	-2.9%	3	nt	-3%	-3%	2	nt
